Compound activity (PubChem)
TNF necrop inh: inhibitors of TNF-alpha triggered necroptosis, primary screen, cell-based, Jurkat FADD-/-, single concentration; activation (protection from cell death), % at 10 µM; 220,000 compounds, 0.068% hits; Jurkat FADD-/- TNF necroptosis rescue, ATP luminescence, 24 h; 0 = TNF only, 100 = no-TNF cells;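 active = activation, meaning protection from cell death, of at least 50% relative to plate controls; inactive = activation below 50%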;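 note: necroptosis triggered by 40 ng/mL TNF-alpha added together with compound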
CHOP inhibitor: inhibitors of CHOP promoter induction, primary screen, cell-based, unfolded protein response, luciferase reporter | AID 2732, 2010 | inhibition, % at 10 µM | 220,000 compounds, 3.8% hits | CHO-K1 CHOP-promoter luciferase, tunicamycin-induced, 15-18 h;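 active = compounds that reduced the stress-induced luciferase reporter signal by more than about 70% of percent inhibition, limit read from the data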;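 note: 0% = tunicamycin plus vehicle and 100% = wells without tunicamycin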
TRPN1 ag: zebrafish TRPN1 channel agonists, primary screen, cell-based, HEK293, calcium fluorescence; HEK293 zebrafish TRPN1-YFP, Fluo-8 calcium fluorescence; 100% = response to 87 µM carbachol; activation, % at 3 µM; 220,000 compounds, 0.18% hits;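 active = activation above its plate's cutoff, the mean activation of test wells on that plate plus 3 SD, cut at about 19% in these data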;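 note: 0% = DMSO alone and 100% = 87 µM carbachol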
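Assay system: Zebrafish TRPN1-YFP in HEK293 cells | Incubation: Dye loading 1 h at 37 °C, then 30 min room temperature | Measured by: Kinetic Fluo-8 fluorescence, ex 470-495, em 515-575 nm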
BaF3 tox: parental Ba/F3 cell viability inhibition, counter-screen for JAK2V617F inhibitor project, murine pro-B, CellTiter-Glo luminescence; 220,000 compounds, 1.1% hits; AID 1486, 2009; inhibition, % at 5.6 µM; CellTiter-Glo ATP luminescence;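 active = inhibition above a per-campaign cutoff, the mean inhibition of all tested compounds plus 3 SD, cut at about 27% in these data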;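 note: 0% = DMSO wells and 100% = JAK Inhibitor I control wells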
Wee1 degr inh: Wee1 degradation inhibitors, primary screen, cell-based, HeLa, Wee1K328M-luciferase, luminescence | HeLa Luc-Wee1K328M stability; 100% = proteasome inhibitor MG132 effect | AID 1321, 2008 | Wee1-like protein kinase (Homo sapiens), P30291 | 220,000 compounds, 1.2% hits | reporter increase, % at 5 µM;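 active = activation above the mean of all tested compounds plus 3 SD, set per screening run, cut at about 8.8% in these data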;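 note: cells exposed to compound for 20 h before luminescence read; 0% = DMSO alone and 100% = MG132 at 30 µM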
RBBP9 inh: human RBBP9 inhibitors, primary screen, biochemical, fluorescence polarization, FP-Rh probe, HTS | inhibition, % at 7.94 µM | AID 1515, 2009 | Serine hydrolase RBBP9 (Homo sapiens), O75884 | 220,000 compounds, 0.2% hits | recombinant RBBP9;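 active = inhibition above the campaign mean of all tested compounds plus 3 SD, cut at about 14% in these data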;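 note: plate controls were DMSO wells with RBBP9 for no effect and wells lacking RBBP9 protein for full effect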
Target sequence (O75884 whole entry, looked up): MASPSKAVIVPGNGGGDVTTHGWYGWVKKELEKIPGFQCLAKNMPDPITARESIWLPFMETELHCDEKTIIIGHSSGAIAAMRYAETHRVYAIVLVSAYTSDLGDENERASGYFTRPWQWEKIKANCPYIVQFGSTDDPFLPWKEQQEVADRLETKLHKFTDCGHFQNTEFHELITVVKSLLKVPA
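Controls: DMSO-treated enzyme wells and wells lacking RBBP9 | Material: RBBP9 protein | Technique: Fluorescence polarization | Replication: Single well per compound, no replicates | Buffer or medium: Tris-NaCl-Pluronic buffer, pH 8.0 | Timing: 30 min compound preincubation, 45 min probe labeling, 25 °C | Read-out basis: Percent inhibition from mP, scaled between DMSO and no-protein wells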
PPC-1+TRAIL kill: compounds killing PPC-1 cancer cells with TRAIL present, primary screen, TRAIL potentiator project, ATPLite luminescence, uHTS | PPC-1 cells + TRAIL, ATPLite viability luminescence | cell killing (% activity), % at 4 µM | 220,000 compounds, 0.41% hits | AID 1443, 2008;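 active = cell killing above 50% in the first pass at 4 µM, then a duplicate retest at 5 µM averaging 50% or more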;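 note: plate controls were cells with TRAIL plus DMSO for no effect and medium-only wells lacking cells for full effect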
Ba/F3 V617F tox: reduced viability of JAK2V617F-dependent Ba/F3 cells, primary screen, JAK2V617F inhibitor project, cell-based, Ba/F3 EpoR-JAK2V617F, luminescence. AID 1446, 2008. ATP luminescence. inhibition, % at 5.6 µM. 220,000 compounds, 1.1% hits;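 active = inhibition above the campaign mean plus 3 SD over all tested compounds, cut at about 24% in these data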;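 note: cytokine-independent growth of Ba/F3 cells driven by EpoR plus mutant JAK2; 0% = DMSO-treated cells and 100% = JAK inhibitor I control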
TRPML3 ag: human TRPML3 channel agonists, primary screen, cell-based, HEK293 TRPML3-YFP, Fluo-8 calcium fluorescence, 3 µM. Mucolipin-3 (Homo sapiens), Q8TDD5. activation, % at 3 µM. 220,000 compounds, 0.29% hits. 100% = the carbachol control signal;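 active = activation above its plate's cutoff, the mean activation of the plate's test wells plus 3 SD, cut at about 12% in these data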;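 note: 0% = DMSO only wells and 100% = carbachol wells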
Target sequence (Q8TDD5 whole entry, looked up): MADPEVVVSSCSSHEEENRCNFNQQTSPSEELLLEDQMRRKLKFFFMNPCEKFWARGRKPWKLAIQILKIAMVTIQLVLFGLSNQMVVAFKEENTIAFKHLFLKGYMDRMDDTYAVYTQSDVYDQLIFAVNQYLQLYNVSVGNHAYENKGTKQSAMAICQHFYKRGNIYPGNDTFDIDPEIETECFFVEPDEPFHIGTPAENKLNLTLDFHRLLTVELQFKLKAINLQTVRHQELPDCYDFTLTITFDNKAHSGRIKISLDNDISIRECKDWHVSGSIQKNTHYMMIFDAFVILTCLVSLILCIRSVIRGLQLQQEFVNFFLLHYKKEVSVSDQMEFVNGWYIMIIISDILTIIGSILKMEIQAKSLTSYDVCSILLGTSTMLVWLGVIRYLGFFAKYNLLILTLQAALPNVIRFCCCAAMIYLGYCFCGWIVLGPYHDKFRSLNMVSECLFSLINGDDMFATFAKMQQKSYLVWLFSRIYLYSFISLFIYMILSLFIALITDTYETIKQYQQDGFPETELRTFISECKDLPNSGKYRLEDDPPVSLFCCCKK
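Material: HEK293 cells stably carrying human TRPML3-YFP; compound dosing: single dose, 3 µM final nominal compound, 0.3% DMSO final; incubation: 1-h 37 °C dye load, 5-s basal, 120-s post-compound reads; technique: Fluo-8 intracellular calcium fluorescence, excitation 470-495 nm, emission 515-575 nm; read-out basis: percent activation from peak-to-basal fluorescence ratio, scaled between DMSO and carbachol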
An asterisk follows results filed as active.

The opening 2 compounds as a preview:
SMILES | TNF necrop inh | CHOP inhibitor | TRPN1 ag | BaF3 tox | Wee1 degr inh | RBBP9 inh | PPC-1+TRAIL kill | Ba/F3 V617F tox | TRPML3 ag
COC(=O)c1cn(NC(=O)c2ccc(OC)c([N+](=O)[O-])c2)c(=O)c2ccccc12 | -0.4 | 16 | 0.3 | 10 | 2 | -6 | 6 | 5 | -0.3
Cc1c(Cl)cccc1-n1c(-c2cccnc2)n[nH]c1=S | 0.7 | 4 | 3.3 | 5 | -1 | -5 | 24 | -1 | 0.9

The whole of this part, previewed entries included:
SMILES | TNF necrop inh | CHOP inhibitor | TRPN1 ag | BaF3 tox | Wee1 degr inh | RBBP9 inh | PPC-1+TRAIL kill | Ba/F3 V617F tox | TRPML3 ag
COC(=O)c1cn(NC(=O)c2ccc(OC)c([N+](=O)[O-])c2)c(=O)c2ccccc12 | -0.4 | 16 | 0.3 | 10 | 2 | -6 | 6 | 5 | -0.3
Cc1c(Cl)cccc1-n1c(-c2cccnc2)n[nH]c1=S | 0.7 | 4 | 3.3 | 5 | -1 | -5 | 24 | -1 | 0.9
COc1ccc2[nH]c3c(N4CCN(Cc5ccc6c(c5)OCO6)CC4)ncnc3c2c1 | -5.2 | 39 | 1.1 | 10 | 1 | -4 | 18 | 4 | 0.2
CCOP(=O)(OCC)C(NC(=O)Nc1ccc(Cl)c(Cl)c1)C(N)=O (configuration not stated) | 2.0 | 7 | -1.9 | -1 | 0 | -1 | 1 | -4 | -0.2
Cc1ccc(CNS(=O)(=O)N(C)C)cc1 | 3.3 | -4 | -0.4 | 1 | -1 | -3 | 13 | -4 | 1.1
CCCn1c(SCC(=O)N2CCCC2)nc2c1c(=O)n(C)c(=O)n2C | -0.5 | 3 | -0.3 | 0 | 0 | -2 | 8 | 1 | 0.5
CC1(C)Cc2c(sc(NC(=O)c3ccccc3Cl)c2C(=O)O)CO1 | -0.1 | -1 | 0.8 | 6 | -3 | -3 | -6 | -2 | 0.3
CN(C)c1ccc(C(c2nnnn2CCOC(=O)Nc2ccc(Cl)cc2)N2CCOCC2)cc1 (configuration not stated) | -0.3 | -20 | -0.8 | 5 | -1 | -8 | 29 | -1 | -0.4
O=C(COC(=O)C1COc2ccccc2O1)Nc1cccc(S(=O)(=O)N2CCCCC2)c1 (configuration not stated) | -0.1 | 36 | -0.7 | 9 | -4 | -3 | -3 | 1 | -0.1
COc1cc(/C=c2\sc3nc(=O)c(-c4ccccc4)nn3c2=O)ccc1OCCC(C)C | 0.5 | 27 | -0.6 | 5 | -3 | -8 | 13 | 5 | 0.0
O=C1Nc2ccccc2N(O)N1c1cc(-c2ccccc2Cl)no1 | 1.0 | 11 | -0.6 | 5 | 1 | 6 | 11 | 0 | 0.4
O=C(Nc1nccs1)C1CCCN1S(=O)(=O)c1cccc2cccnc12 (configuration not stated) | 0.1 | 3 | 1.8 | 5 | -2 | -13 | -8 | 1 | 0.0
O=C(NCc1ccco1)C(=O)NCC1OCCCN1S(=O)(=O)c1ccccc1 (configuration not stated) | 1.7 | -6 | 0.1 | 5 | 0 | -6 | 14 | 1 | 1.3
COc1ccc(-c2cc(C(F)F)n3ncc(C(=O)N4CCSCC4)c3n2)cc1 | -5.5 | 44 | -1.3 | 7 | -4 | -2 | 6 | 2 | 0.0
O=C(/C=C/c1ccc2c(c1)OCO2)c1ccc[nH]1 | 7.1 | 20 | 2.1 | 5 | 4 | -7 | 25 | 2 | 0.9
O=C(Nc1c2c(nn1-c1ccccc1)CS(=O)C2)c1ccc(S(=O)(=O)N2CCOCC2)cc1 (configuration not stated) | 0.2 | 1 | 1.0 | 12 | 5 | -4 | 18 | 3 | 1.0
CCCn1c(NCc2cccs2)nc2ccccc21 | -1.3 | 15 | -0.9 | 3 | 5 | -4 | 2 | -4 | -0.8
Cc1cccc(-n2nc(C(=O)c3ccco3)cc(-c3nc4ccccc4[nH]3)c2=N)c1 | 0.9 | -135 | 1.6 | 3 | 2 | -2 | 24 | 0 | 0.7
Clc1ccc(C2CC(c3cccs3)n3ncnc3N2)c(Cl)c1 (configuration not stated) | -1.5 | 19 | 1.0 | -2 | 2 | -7 | 5 | -1 | 0.7
Cc1cccc2c1CC(C)(C)N=C2C1=C(O)CCCC1=O | -2.5 | 18 | 0.4 | -1 | -1 | 1 | 10 | -5 | 0.4
O=C(Nc1cccc([N+](=O)[O-])c1)N1CCN(c2ccccc2)CC1 | 1.2 | -16 | 4.1 | 1 | 1 | -7 | 14 | 1 | 1.2
COc1ccc(Br)cc1C(=O)Nc1ccccc1N1CCN(C(=O)c2ccccc2)CC1 | -0.5 | 11 | 2.5 | 7 | 3 | -9 | 6 | 0 | 0.5
O=C(CSc1nnc(-c2ccccc2)o1)c1nnc(-c2ccccc2)o1 | 1.2 | 41 | -0.6 | -1 | -4 | 3 | 0 | -5 | -0.1
CCCCCCSC1=C(C#N)C(c2ccc(C)o2)CC(=O)N1 (configuration not stated) | 1.1 | 30 | -0.8 | 10 | 0 | -5 | 21 | 2 | -1.3
CC(C)CN(Cc1cc(=O)oc2cc3c(cc12)CCCC3)CC(C)C | -2.7 | 1 | -1.4 | -4 | 5 | -11 | 12 | 1 | 0.4
COc1cccc(NC(=O)CCNS(=O)(=O)c2cccc3nsnc23)c1 | 0.6 | -5 | -0.5 | -1 | 0 | 5 | 2 | -3 | -0.9
CCc1nn(CC(=O)NCCCN(CC)CC)c(=O)c2cc3sc(C)cc3n12 | 0.8 | -5 | 2.0 | -1 | 0 | 1 | 13 | -3 | 1.4
Cc1ccc(CNc2nc3c([nH]2)c(=O)n(C)c(=O)n3C)cc1 | -2.1 | 10 | -0.7 | 0 | -1 | -7 | 14 | -2 | -0.3
Cc1cccc(CN2CCc3c(OCC(=O)N4CCCc5ccccc54)cccc3C2=O)c1 | -3.7 | 15 | 5.1 | 6 | 2 | -8 | 25 | -1 | 0.7
CCc1ccc(NC(=O)NCCN2CCc3ccccc3C2)cc1 | 1.3 | 3 | -0.6 | 1 | 1 | -2 | 21 | -2 | -1.1
CC(=O)N/C(=C\c1ccc(F)cc1)C(=O)NC(Cc1c[nH]c2ccccc12)C(=O)O (configuration not stated) | 0.7 | 7 | 2.1 | 6 | 1 | -9 | 19 | -2 | 0.8
C/C(=N\NC(=S)Nc1ccc(C)cc1)c1cccc(N)c1 | 1.0 | -19 | 1.9 | 6 | -3 | -8 | -2 | 1 | 0.7
Cc1ccc(C2C(=O)N(C3CCCC3)CC(=O)N2CC2COc3ccccc3O2)cc1 (configuration not stated) | -0.9 | 28 | -0.4 | 1 | 0 | -11 | 2 | -5 | -0.4
COc1ccc(/C=N\NC(=O)COc2ccc(C(C)(C)C)cc2)cc1Cn1nc(C)cc1C | 2.2 | 110* | 0.1 | 1 | 3 | -3 | 9 | -3 | -0.3
Cc1ccc(NC(=O)/C(C#N)=C(\N)C(Cl)(Cl)Cl)nc1 | -11 | 101* | 1.3 | 5 | 2 | -8 | -4 | 2 | 0.8
CC(=O)Nc1nccc(-c2cc(-c3ccccc3)no2)n1 | -9.8 | 8 | 0.1 | 0 | 2 | -3 | -8 | -1 | 0.7
Cc1cc(C)c2c(NC(=S)NC(=O)c3ccccc3)n[nH]c2n1 | 0.0 | 4 | 0.5 | -1 | 2 | 2 | 22 | -6 | 0.3
CCOc1ccccc1OC(=O)c1cc2ccccc2oc1=O | 0.7 | -42 | -0.2 | 0 | 0 | -10 | 25 | 3 | -0.2
CC1CCN(c2ccc(C(=O)O)cc2N)CC1 | 1.4 | -6 | -1.0 | 3 | -3 | 1 | 11 | -4 | 0.0
CCOC(=O)CNC(=O)C1CCCN(c2ncccn2)C1 (configuration not stated) | -1.6 | 21 | 0.5 | 2 | -2 | -6 | 5 | -4 | 0.0
O=C(COc1cccc(Cl)c1)Nc1cc(S(=O)(=O)N2CCOCC2)ccc1N1CCOCC1 | 3.1 | 12 | 0.8 | -11 | 2 | -5 | 20 | -3 | 0.5
COc1ccccc1-c1nnc(NC(=O)c2ccc(S(=O)(=O)N(C)Cc3ccccc3)cc2)o1 | -1.9 | 97* | 0.5 | 7 | -1 | -3 | 8 | 5 | 1.5
C=CCOC(=O)c1sc(NC(=O)c2ccc(OC)cc2)nc1C | 1.0 | 27 | 0.9 | 4 | 1 | -5 | 11 | 6 | 0.8
Cc1ccc(C(C)C)c(OCC(=O)NN=C2CCCC2)c1 | -0.3 | 39 | 1.1 | 8 | 6 | -6 | 1 | 4 | 0.5
CCOC(=O)C1=C(C)N=c2s/c(=C\c3cc(OC)c(OC)c(OC)c3)c(=O)n2C1/C=C/c1ccccc1 (configuration not stated) | -0.4 | -27 | -0.3 | 0 | 4 | -4 | 10 | -1 | 0.0
O=C(CSc1nc2ccccc2[nH]1)N1CCCCC1 | -0.3 | -28 | 0.3 | 6 | 1 | -4 | 7 | -3 | -0.1
Cc1ccc(-c2cc(C(=O)OCC(=O)N(C)C3CCS(=O)(=O)C3)c3ccccc3n2)c(C)c1 (configuration not stated) | 1.1 | 21 | -0.1 | 8 | 1 | -3 | 12 | 4 | 0.7
CCC(=O)C1=C(N2CCCC2)CC(C)(C)CC1=O | -1.0 | 2 | -0.2 | 3 | 0 | 0 | -16 | -4 | 0.9
COc1ccc(CCN=C(N)NS(=O)(=O)c2ccccc2)cc1OC | 1.4 | 23 | -0.5 | 2 | 0 | 4 | 19 | -3 | 0.8
N#Cc1ccc(C23CC4CC(CC(C4)C2)C3)[nH]c1=O | 1.0 | 20 | 1.8 | 6 | 2 | -6 | -6 | -1 | 0.2
CC(=O)Nc1ccc(Sc2ccccc2C(=O)Nc2ccc(F)cc2)cn1 | 3.4 | 15 | 6.7 | 2 | 5 | -3 | -17 | -2 | 4.3

Not a hit list; overall some 6.8% were active at least once.
